CHRM1 agonist – human M1 muscarinic receptor agonism | P11229 | CHO-K1 hM1, Fluo-8 calcium fluorescence, agonist mode; 0% DMSO, 100% acetylcholine EC100 | activation, % at 3 µM | actives 0.33% (n = 360,000) | AID 588814;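 active means activation above the run's mean compound activation plus 3 SD, cut at about 16% in these data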;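 further: peak over basal fluorescence ratio within a 140 s kinetic read after compound addition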
Target sequence (P11229 whole entry, looked up): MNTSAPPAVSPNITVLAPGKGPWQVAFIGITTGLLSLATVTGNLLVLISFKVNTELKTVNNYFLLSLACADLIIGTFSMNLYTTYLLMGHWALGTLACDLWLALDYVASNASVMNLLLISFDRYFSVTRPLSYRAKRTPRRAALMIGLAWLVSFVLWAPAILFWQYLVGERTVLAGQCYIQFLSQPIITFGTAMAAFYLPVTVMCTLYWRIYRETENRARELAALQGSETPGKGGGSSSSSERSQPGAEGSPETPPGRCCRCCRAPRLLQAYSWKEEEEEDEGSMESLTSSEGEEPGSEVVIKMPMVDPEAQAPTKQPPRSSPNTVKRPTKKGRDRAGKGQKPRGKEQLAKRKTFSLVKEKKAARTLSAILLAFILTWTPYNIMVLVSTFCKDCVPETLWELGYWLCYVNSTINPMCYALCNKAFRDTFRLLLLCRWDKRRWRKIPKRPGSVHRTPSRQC
OXTR potentiate – potentiators of human oxytocin receptor; P30559; actives 0.061% (n = 320,000); CHO-OTR cells, Fluo-8 calcium fluorescence, potentiator mode; 0% = oxytocin EC15, 100% = EC100; activation, % at 3 µM; AID 2445;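 active means activation above that plate's cutoff, the mean activation of tested compounds plus 3 SD, cut at about 6.6% in these data, passing the limit was not always enough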;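 further: 100% uses oxytocin at 75 nM as the full agonist control; some results filed as inactive read as strong as hits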
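test system = CHO-OTR cells, human receptor | compound = single-point 3.0 µM | schedule = 6 min compound pre-incubation at room temperature, 100 s kinetic read | signal = Fluo-8 no-wash calcium dye fluorescence, excitation 470-495 nm, emission 515-575 nm | repeats = single well per compound, singlicate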
M1 ag parental – counter-screen for M1 agonists: effect in parental CHO-K1 cells. Fluo-8 calcium fluorescence; scaled to maximal ATP response, vehicle zero. activation, % at 3 µM. actives 0.48% (n = 360,000); in the data active means activation above about 15%;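 further: untransfected CHO-K1 host cells lacking M1 receptor as counterscreen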
M4 ag – agonists of human muscarinic M4 receptor (CHRM4) | activation, % at 3 µM | CHO-K1 hM4/Gqi5, Fluo-8 calcium fluorescence; vehicle 0%, full acetylcholine response 100% | P08173 | actives 0.14% (n = 360,000);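 active means activation above the run mean over all test wells plus 3 SD, cut at about 32% in these data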;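 further: peak over basal fluorescence ratio per well then scaled between controls; 0% = DMSO wells and 100% = acetylcholine at EC100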
Target sequence (P08173 whole entry, looked up): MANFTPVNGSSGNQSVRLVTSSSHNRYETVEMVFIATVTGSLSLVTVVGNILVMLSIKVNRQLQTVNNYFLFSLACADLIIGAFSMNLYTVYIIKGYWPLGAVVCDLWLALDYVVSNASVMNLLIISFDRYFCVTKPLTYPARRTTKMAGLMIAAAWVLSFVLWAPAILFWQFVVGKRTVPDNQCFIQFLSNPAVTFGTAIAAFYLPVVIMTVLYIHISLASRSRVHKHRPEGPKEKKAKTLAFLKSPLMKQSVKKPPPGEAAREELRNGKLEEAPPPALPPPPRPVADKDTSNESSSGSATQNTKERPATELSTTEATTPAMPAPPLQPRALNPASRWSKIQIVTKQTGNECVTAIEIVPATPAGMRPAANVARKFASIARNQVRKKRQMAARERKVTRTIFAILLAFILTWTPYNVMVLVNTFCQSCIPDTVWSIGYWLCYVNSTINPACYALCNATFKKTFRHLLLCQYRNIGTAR
M1 antag – human CHRM1 antagonism. actives 1.3% (n = 360,000). AID 588852. CHO-K1 hM1, Fluo-8 calcium fluorescence, ACh EC80 antagonist. P11229. inhibition, % at 3 µM;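 active means percent inhibition above its own plate's cutoff, namely the mean of that plate's compound wells plus 3 SD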;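 further: peak over basal fluorescence ratio during 140 s after agonist addition; 0% = ACh EC80 plus DMSO and 100% = DMSO alone without agonist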
CHRM4 antagonist – CHRM4 antagonism in calcium assay | P08173 | CHO-hM4 cells, ACh EC80, Fluo-8 calcium fluorescence | inhibition, % at 3 µM | actives 0.73% (n = 360,000);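 active means inhibition above its plate's cutoff, the mean inhibition of sample wells plus 3 SD, cut at about 27% in these data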;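 further: 0% = acetylcholine EC80 with DMSO and 100% = DMSO without agonist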
CHO-K1 Ca antag – nonselective inhibitor or artifact in parental CHO-K1 cells; ATP-induced calcium, Fluo-8 fluorescence; inhibition, % at 3 µM; actives 0.6% (n = 360,000); AID 602250;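 active means inhibition above a per-plate cutoff, the plate's mean sample inhibition plus 3 SD, cut at about 24% in these data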;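 further: 0% = DMSO plus EC80 ATP and 100% = DMSO alone without ATP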
CHO parental Ca – counter-screen: ATP calcium response change in parental CHO cells; parental CHO-K1, ATP-induced calcium, Fluo-8 fluorescence; AID 463079; actives 0.63% (n = 330,000); inhibition, % at 5.6 µM;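 active means inhibition above that plate's mean sample inhibition plus 3 SD, cut at about 26% in these data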;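 further: 0% = ATP-challenged DMSO wells and 100% = DMSO wells without ATP; some compounds past the cut are filed as inactive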
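Test system: untransfected parental CHO cell line; also added: ATP stimulus; dosing: 5.6 µM, single dose; signal: calcium-sensitive Fluo-8 fluorescence; measure: percent inhibition of ATP-evoked calcium rise, normalized to controls; benchmarks: low control ATP plus DMSO, high control DMSO only; replication: one well per compound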
CHRM1 PAM – human CHRM1 positive allosteric modulation | actives 0.088% (n = 360,000) | activation, % at 3 µM | CHO-K1 hM1, Fluo-8 calcium fluorescence, ACh EC20; 0% = ACh EC20, 100% = maximal ACh | P11229 | AID 588819; in the data active means activation above about 19%, passing the limit was not always enough
* = called active by the depositor; . = not tested or not shown.

SMILES	CHRM1 agonist	OXTR potentiate	M1 ag parental	M4 ag	M1 antag	CHRM4 antagonist	CHO-K1 Ca antag	CHO parental Ca	CHRM1 PAM
O=C1CC(N2CCN(C(c3ccccc3)c3ccccc3)CC2)C(=O)N1 (stereo unspecified)	-5	-1	0.4	1	3	1	-11	-13	1
COC(=O)c1ccc(N2CCN(S(=O)(=O)c3ccc4ccccc4c3)CC2)c([N+](=O)[O-])c1	0	-20	-0.1	6	23	22	28*	38*	-3
O=C(CC1NCCc2ccccc21)Nc1cccc(Cl)c1 (stereo unspecified)	-10	-8	2.6	.	-4	-2	-8	-18	4
COC(OC)c1ccc(C#N)c(SCc2ccccc2)n1	-7	-1	-0.4	-2	-2	7	-7	-35	0
Cn1nccc1NC(=O)NC(=O)c1c(Cl)cccc1Cl	-1	-2	2.0	0	-3	2	-5	-12	4
COc1cccc(-c2cc3nc4c(c(N5CCC6(CC5)OCCO6)n3n2)CCC4)c1	-10	-12	4.1	12	13	-8	1	-24	-10
CCOc1ccc(CN2CCN(S(=O)(=O)c3ccc(NC(C)=O)cc3)CC2)cc1OC	6	-5	3.6	6	-14	7	-13	-11	16
CCOC(=O)Cn1c(=NC(=O)c2cccs2)sc2cc(C(=O)OC)ccc21	-8	-7	8.6	0	-4	-2	0	4	7
NC(=O)COC(=O)C12CC3CC(CC(O)(C3)C1)C2	-6	-5	0.6	1	-3	6	-9	-8	13
CCCNC(=O)C1(C)CCN(Cc2ccc(Cl)c(Cl)c2)C1 (stereo unspecified)	-8	.	0.5	1	-8	0	-7	.	2
S=c1[nH]nc(-c2cc(-c3ccccc3)n[nH]2)n1/N=C/c1c(Cl)cccc1Cl	-3	-3	0.4	0	1	0	5	-11	1
CCNC(=O)C(=O)Nc1ccc(OC)c(Cl)c1	0	-10	2.9	2	0	-6	-8	20	-2
COc1ccc(Nc2oc(COc3ccc(OC)cc3)nc2C#N)cc1	-4	-7	2.0	1	9	-6	-5	3	-3
CC(=O)NC(Cc1cccc(F)c1)C(=O)NC1CCN(C(=O)c2cccc(C)c2)CC1 (stereo unspecified)	-1	-10	-0.1	2	-4	2	-9	-4	5
CCn1c(SCC(=O)Nc2ccc3c(c2)OCCO3)nc2c(c1=O)SC(C)C2 (stereo unspecified)	-2	-3	0.9	4	1	1	-1	-22	6
CCOC(=O)c1sc(NC(=O)CSc2nc(C)cc(C)n2)c(C#N)c1C	-2	-1	0.1	1	-7	-4	-3	-10	5
CC1=C(/C=C/C(=O)O)C(C)(C)CCC1	-3	-11	0.4	1	-14	0	-6	-4	8
CCOC(=O)C1CCN(c2c(N3CCN(Cc4ccccc4)CC3)c(=O)c2=O)CC1	1	-3	0.3	0	-13	-9	1	-13	12
O=c1[nH]c2ccc(N=Cc3c(O)ccc4cc(Br)ccc34)cc2[nH]1	1	.	1.6	2	-4	11	1	.	5
Cc1cn([C@H]2C[C@H](O)[C@@H](/C=C/C(=O)NCCC(c3ccccc3)c3ccccc3)O2)c(=O)[nH]c1=O	-3	.	-0.8	-2	-13	7	12	.	-7
Cc1ccc(S(=O)(=O)N2CCN(Cc3cccc(C)c3O)CC2)cc1	-3	-3	0.6	0	5	3	-13	-17	2
C=CCNC(=O)NC(=O)COC(=O)c1nc2nccc(C)n2n1	-5	-2	0.1	0	-2	-1	-1	-9	-2
CCOC(=O)C1(C)CCN1C(=O)c1cccc(C(F)(F)F)c1 (stereo unspecified)	-2	.	0.1	1	-16	-13	-1	.	6
Cc1ccc(S(=O)(=O)NC(C(=O)Oc2ccc3c(C(F)(F)F)cc(=O)oc3c2)c2ccccc2)cc1 (stereo unspecified)	-2	-5	0.2	2	3	8	-11	8	-8

Gathered by group, those above with a thiophene ring, fused or not
SMILES	CHRM1 agonist	OXTR potentiate	M1 ag parental	M4 ag	M1 antag	CHRM4 antagonist	CHO-K1 Ca antag	CHO parental Ca	CHRM1 PAM
CCOC(=O)Cn1c(=NC(=O)c2cccs2)sc2cc(C(=O)OC)ccc21	-8	-7	8.6	0	-4	-2	0	4	7
CCOC(=O)c1sc(NC(=O)CSc2nc(C)cc(C)n2)c(C#N)c1C	-2	-1	0.1	1	-7	-4	-3	-10	5

The results go on:
SMILES	CHRM1 agonist	OXTR potentiate	M1 ag parental	M4 ag	M1 antag	CHRM4 antagonist	CHO-K1 Ca antag	CHO parental Ca	CHRM1 PAM
COc1cccc(N(C(=O)c2snc(C(N)=O)c2N)C(C(=O)NCC2CCCO2)c2cccs2)c1 (stereo unspecified)	-2	-10	3.7	11	-9	-8	-17	-17	9
Cn1ncc(Br)c1C(=O)O	-6	2	0.4	1	-3	4	8	-9	3
O=c1[nH]c2cccc(Cl)c2c2ccccc12	-1	.	-0.1	1	-15	-6	-15	.	9
CC1CCc2sc(C(=O)N/N=C/C3CCCCC3)cc2C1 (stereo unspecified)	-3	-4	-0.5	-1	-2	-5	11	-9	1
Cc1ccccc1CCN(C(=O)c1csnn1)C(C(=O)NC1CCCC1)c1ccncc1 (stereo unspecified)	-4	-5	1.0	2	9	-3	-4	-23	3
CCN(CC)CCNc1nc2nonc2nc1NCCN(CC)CC	-6	-6	0.2	0	-9	-6	-4	-3	4
Cc1ccc2oc(=O)c3cnn(CC(=O)N4CCc5ccccc5C4)c3c2c1	0	2	-0.8	-2	-8	-10	15	-7	5
CS(=O)(=O)N(CC(=O)Nc1ccc(Br)cc1)C1CCCCC1	-4	0	0.8	2	-17	0	6	-15	12
CCOC(=O)[C@@H]1CSCCS(=O)(=O)N1	-2	.	0.1	-1	-9	2	-11	.	6
CN(C)CCc1cc2c(c3c1ccc1ccccc13)OCO2	-7	-5	-0.4	6	-16	-9	20	-14	12
Cc1ccc(-n2c(SCC(=O)OC(C)C)nnc2-c2cnccn2)cc1	-3	-3	-0.1	0	-10	-4	0	-13	11
CS(=O)(=O)Nc1ccc(-c2cccc3nccn23)cc1	-2	.	0.0	0	24*	14	6	.	-12
Cc1nc2ccc(S(=O)(=O)NC(C(=O)NCc3cccs3)C(C)C)cc2s1 (stereo unspecified)	-1	4	-0.2	0	-13	0	-3	-11	8
CCOC(=O)N1CCC(NS(=O)(=O)c2cc(Br)cc3c2N(C(=O)CC)CC3)CC1	-2	-13	1.4	3	-13	-13	-9	-27	6
COc1ccccc1/C=C/c1nc2ccc(OC(C)=O)cc2c(=O)o1	-4	-14	0.3	0	-4	5	-3	4	7
CCOc1ccc(CCNC(=O)CN2CCN(Cc3ccc(F)cc3)C2=O)cc1OCC	-5	2	2.3	0	-4	-3	-18	-25	9
C=CCN(c1ccccc1)S(=O)(=O)c1cc(C(=O)NC2=NCCS2)ccc1Cl	-11	-14	0.5	-1	-5	6	-18	-2	22
CCCN(C)C[C@@H]1Oc2ncc(Br)cc2C(=O)N([C@@H](C)CO)C[C@H]1C	-10	.	-0.5	0	-12	11	16	.	-1
O=C(COC(=O)CCc1nc2ccccc2c(=O)[nH]1)NCc1ccc(F)cc1	-2	-9	1.3	3	-8	-1	-11	-12	11
O=C1N=c2ccccc2=C1c1c(O)n(-c2cccc(F)c2)[nH]c1=O	-5	5	0.1	0	-3	3	3	0	2
O=S(=O)(NC1CCCCC1N1CCN(c2ccc(F)cc2)CC1)c1ccc(Cl)cc1 (stereo unspecified)	-3	-11	0.8	4	10	3	-16	-31	-2
Cc1cc(=O)oc2cc(OCC(=O)N(C)C3CCS(=O)(=O)C3)c(Cl)cc12 (stereo unspecified)	-2	-3	0.3	0	-2	-5	-4	-4	2
Nc1ncnc2c1ncn2[C@@H]1O[C@H](C(=O)NCc2ccc3c(c2)OCO3)[C@@H](O)[C@H]1O	-4	.	0.5	1	-19	1	-13	.	2
COc1cccc(Nc2nc(-c3ccc4c(c3)OCCO4)cs2)c1	-2	-16	0.4	1	-9	-9	-20	-10	3
Oc1ccc(Cl)cc1-c1cc(-c2cccc(Br)c2)n[nH]1	-5	-6	0.6	2	-1	11	-5	3	5
O=C(O)CCN1C(=O)/C(=C/c2ccc(-c3nc4ccccc4s3)o2)SC1=S	-3	-15	-0.1	0	3	6	10	-2	0
COC(=O)c1cc(=O)n(Cc2ccc(F)cc2)c(=Nc2ccccc2)s1	-2	-4	-0.2	-1	-4	-1	3	-20	6
NS(=O)(=O)c1ccc(N/N=C/c2ccc(O)c(O)c2O)c([N+](=O)[O-])c1	-1	.	0.1	0	-15	4	-8	.	14
Cc1cc(NC(=O)CSc2nnc(-c3ccccc3Cl)o2)no1	0	-2	1.1	1	10	-6	-13	-11	-2
CCOC(=O)c1cccc(NS(=O)(=O)Cc2ccccc2)c1	-6	-8	0.7	1	-1	-14	-4	-12	2
CCCNC(=O)Nc1ccccc1SC	-6	-17	0.3	0	-1	5	16	6	3
COc1cc(NC(=O)c2ccc(CNc3c(N4CCOCC4)c(=O)c3=O)cc2)cc(OC)c1	4	-3	-0.1	0	-12	0	5	6	9
O=C1c2ccccc2S(=O)(=O)c2cc(C(=O)N(c3ccccn3)c3ccccn3)ccc21	51*	-11	71*	77*	7	-10	-15	-19	-11
COc1ccc(C(=O)NCc2nnc(SCC(=O)c3ccccc3)n2C)cc1	-4	-10	0.8	2	-2	-9	-20	1	7
O=C(NCc1cccs1)C(=O)NCC1OCCCN1S(=O)(=O)c1ccc(F)cc1 (stereo unspecified)	-7	-3	0.0	1	-9	5	-4	-4	7
Cc1cc(C)n(-c2nc3ccccc3[nH]c2=O)n1	0	1	0.2	1	-45	-3	-13	0	7
O=C(CSc1nc2c(sc3ccccc32)c(=O)n1CCCN1CCOCC1)NCC1CCCO1 (stereo unspecified)	-3	-9	-0.3	4	-2	-3	-8	-6	3
O=c1c2ccccc2nc2n1CCO2	7	-4	-0.4	1	-18	-1	-13	-5	15
O=C(CSc1nncn1-c1ccccc1)Nc1ccccc1	-5	0	0.0	1	9	6	13	-1	-4
COc1ccc(C2CC(C(F)(F)F)n3ncc(C(=O)Nc4cccc(O)c4)c3N2)cc1OC (stereo unspecified)	-4	2	0.1	2	0	3	-6	-13	6
O=C(c1cnn2c(C(F)F)cc(-c3ccccc3)nc12)N1CCCc2ccccc21	-4	-5	0.1	0	3	-1	-5	-13	2
O=C(COC(=O)c1cc[n+]([O-])cc1)Nc1ccc(Cl)cc1C(F)(F)F	1	4	1.8	1	-11	-7	-1	1	12
CCCCCCNC(=O)CCc1nc2cccnc2n1Cc1ccc(OC)cc1	-6	.	-0.3	0	0	11	-9	.	0
O=C(N/N=C/c1cccnc1)c1ccc2c(c1)OCO2	0	1	0.1	2	-11	5	-15	-1	2

An excerpt from above in order of the CHRM1 agonist value, highest first.
structure | CHRM1 agonist | OXTR potentiate | M4 ag | M1 antag | CHRM4 antagonist | CHRM1 PAM
O=C(N/N=C/c1cccnc1)c1ccc2c(c1)OCO2 | 0 | 1 | 2 | -11 | 5 | 2
CCOC(=O)[C@@H]1CSCCS(=O)(=O)N1 | -2 | . | -1 | -9 | 2 | 6
Cc1ccc(S(=O)(=O)N2CCN(Cc3cccc(C)c3O)CC2)cc1 | -3 | -3 | 0 | 5 | 3 | 2
O=C(c1cnn2c(C(F)F)cc(-c3ccccc3)nc12)N1CCCc2ccccc21 | -4 | -5 | 0 | 3 | -1 | 2
CCOC(=O)c1cccc(NS(=O)(=O)Cc2ccccc2)c1 | -6 | -8 | 1 | -1 | -14 | 2

Source: PubChem
